# Compound activity as filed in PubChem.
# DNA FID counter: compounds displacing fluorescent DNA intercalator, primary screen, artefact control for HCV NS3 helicase inhibitor project, biochemical, FID fluorescence; DNA fluorescent intercalator displacement; inhibition, % at 7.9 µM; 290,000 tested, 0.17% active; AID 1845, 2009; in the data active means inhibition above about 37%;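 further: 0% = vehicle and 100% = reference compound; higher means more ethidium bromide displaced from hairpin DNA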
# V1aR counter: agonists of human V1a receptor, primary screen, counter-screen for OXTR agonist project, fluorescence, CHO-V1R cells; AID 2797, 2010; activation, % at 3 µM; Fluo-8 calcium fluorescence, agonist mode; 0% DMSO, 100% 3 nM vasopressin; Vasopressin V1a receptor (Homo sapiens), P37288; 320,000 tested, 0.25% active;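 active means activation above the mean activation of all tested compounds plus 3 SD, per screening run, cut at about 20% in these data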;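 further: signal is peak over basal fluorescence ratio across a 100 second FLIPR read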
# VIM-2 inhibitor: VIM-2 metallo-beta-lactamase inhibitors, primary screen, biochemical, epi-absorbance readout, Pseudomonas aeruginosa enzyme. purified VIM-2, nitrocefin hydrolysis, epi-absorbance fluorescence. inhibition, % at 5.6 µM. 290,000 tested, 0.89% active. AID 1527, 2009;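 active means inhibition above the mean of all tested compounds plus 3 SD, cutoff set per screening run, cut at about 7.5% in these data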;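 further: red hydrolysis product quenches plate fluorescence so inhibitors raise well fluorescence; 0% = enzyme with DMSO and 100% = DMSO without enzyme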
# GPR7 antag: GPR7 receptor antagonists, primary screen, cell-based, fluorescence, single concentration; Neuropeptides B/W receptor type 1 (Homo sapiens), P48145; GPR7-expressing cells, fluorescence antagonist assay; inhibition, % at 4.4 µM; 290,000 tested, 1.1% active; AID 1861, 2009; in the data active means inhibition above about 16%, passing the limit was not always enough;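 further: cells stimulated with the agonist NPW; 0% = agonist with vehicle and 100% = vehicle without agonist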
# Target sequence (P48145 whole entry, looked up): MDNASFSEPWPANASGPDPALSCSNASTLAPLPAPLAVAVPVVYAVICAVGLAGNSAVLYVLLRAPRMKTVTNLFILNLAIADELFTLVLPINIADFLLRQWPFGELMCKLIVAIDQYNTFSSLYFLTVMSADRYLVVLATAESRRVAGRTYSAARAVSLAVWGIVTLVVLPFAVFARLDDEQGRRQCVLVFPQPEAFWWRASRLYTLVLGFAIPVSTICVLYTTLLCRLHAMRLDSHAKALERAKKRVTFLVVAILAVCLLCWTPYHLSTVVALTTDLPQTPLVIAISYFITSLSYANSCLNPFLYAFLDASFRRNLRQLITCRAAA
# NS3 helicase inh: inhibitors of HCV NS3 helicase, primary screen, biochemical, Cy5 molecular beacon fluorescence; 290,000 tested, 0.56% active; inhibition, % at 10.9 µM; Hepatitis C virus NS3 helicase; AID 1800, 2009; NS3 helicase DNA unwinding;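 active means inhibition above the mean of all tested compounds plus 3 SD, set per campaign, cut at about 35% in these data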;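 further: 0% = DMSO wells and 100% = thioflavine S control wells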
#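 Material: hepatitis C virus NS3 helicase domain fragment enzyme; measured by: Cy5 fluorescence, 0 and 60 min reads; control set: DMSO and thioflavine S; incubation: 60 min unwinding reaction at 25 °C after ATP addition; read-out basis: % inhibition from 60/0 min fluorescence ratio, DMSO 0%, thioflavine S 100%; repeats: singlicate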
# IMP-1 inh: IMP-1 metallo-beta-lactamase inhibitors, primary screen, biochemical, epi-absorbance readout, Pseudomonas aeruginosa enzyme | metallo-beta-lactamase IMP-1 (Pseudomonas aeruginosa) | purified IMP-1, nitrocefin hydrolysis, epi-absorbance fluorescence | inhibition, % at 5.6 µM | 290,000 tested, 0.45% active;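 active means inhibition above the mean plus 3 SD of all compounds in the same screening run, cut at about 4.5% in these data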;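 further: 0% = IMP-1 with DMSO and 100% = DMSO wells lacking enzyme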
#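 Test system: recombinant IMP-1 enzyme, purified / Medium: HEPES buffer pH 7.1 with ZnSO4 and Brij 35 / Doses: single dose, 5.6 µM / Times: 25 °C, 15 min preincubation, 25 min reaction / Detection: Epi-absorbance via hydrolysed-nitrocefin quenching of white-plate fluorescence, 480/530 nm, EDTA stop / Evaluation: percent inhibition from optical density relative to buffer-blank wells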
# OXTR agonist: human OXTR agonists, primary screen, fluorescence, CHO-OTR cells, Fluo-8 calcium; activation, % at 3 µM; Fluo-8 calcium fluorescence; normalized: DMSO 0%, oxytocin 100%; AID 2435, 2010; 320,000 tested, 0.32% active;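 active means activation above the mean of all tested compounds plus 3 SD, cutoff set per screening run, cut at about 20% in these data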;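 further: peak over basal fluorescence ratio from a 100 s FLIPR kinetic read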
# Target sequence (P30559 whole entry, looked up): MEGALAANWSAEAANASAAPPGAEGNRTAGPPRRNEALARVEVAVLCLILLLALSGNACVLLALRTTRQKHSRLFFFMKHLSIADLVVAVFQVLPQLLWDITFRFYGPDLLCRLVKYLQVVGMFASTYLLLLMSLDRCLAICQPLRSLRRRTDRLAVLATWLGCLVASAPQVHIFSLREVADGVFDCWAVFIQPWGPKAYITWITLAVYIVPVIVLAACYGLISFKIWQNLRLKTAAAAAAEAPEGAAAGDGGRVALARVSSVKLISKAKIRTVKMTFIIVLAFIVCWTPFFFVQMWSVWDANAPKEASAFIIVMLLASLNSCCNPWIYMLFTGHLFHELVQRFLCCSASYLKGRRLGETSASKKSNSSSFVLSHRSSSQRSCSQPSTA
# PHOSPHO1 block: PubChem AID 1565 | recombinant PHOSPHO1, absorbance phosphatase assay | inhibition, % at 13.3 µM | 290,000 tested, 1.1% active; in the data active means inhibition above about 60%
# Target sequence (Q8TCT1 whole entry, looked up): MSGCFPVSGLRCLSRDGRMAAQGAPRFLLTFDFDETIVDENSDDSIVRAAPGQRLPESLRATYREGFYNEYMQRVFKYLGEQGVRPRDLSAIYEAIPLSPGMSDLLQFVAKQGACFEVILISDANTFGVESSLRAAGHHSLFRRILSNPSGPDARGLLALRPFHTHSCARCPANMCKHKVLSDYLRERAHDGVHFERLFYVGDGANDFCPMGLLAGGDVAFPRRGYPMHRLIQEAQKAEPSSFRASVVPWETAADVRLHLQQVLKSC
# GalR3 antagonist: GalR3 antagonists in HEK293 cells, primary screen, cell-based, fluorescence readout; HEK293 GalR3-CNG cAMP membrane potential fluorescence; galR3 body fused to GalR1 C-terminus; inhibition, % at 3 µM; 360,000 tested, 0.44% active; AID 651719, 2012;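 active means inhibition above the screen-wide average plus 3 SD, cut at about 13% in these data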;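 further: forskolin and galanin both at EC90 stimulate the cells; cAMP rise reported by CNG channel membrane potential dye signal; 0% = forskolin plus galanin with DMSO and 100% = forskolin alone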
# Starred values were filed as active, the others as inactive; . = no result given.
SMILES,DNA FID counter,V1aR counter,VIM-2 inhibitor,GPR7 antag,NS3 helicase inh,IMP-1 inh,OXTR agonist,PHOSPHO1 block,GalR3 antagonist
CCCn1nnnc1SCC(=O)N1CCOCC1,2,0.3,-1.5,2,-1,0.1,-0.1,20,-5
COc1ccc(/C=C/C(=O)Nc2ccc(C(N)=O)cc2)cc1OC,-14,-0.8,-2.2,-4,-4,-2.8,0.7,23,-6
Cn1c(/C=C/c2ccc(Br)cc2)c([N+](=O)[O-])c(=O)n(C)c1=O,-5,-0.1,0.1,5,-6,-1.7,-1.3,48,-10
CCOC(=O)C1CCCN(CC(=O)NC2CC2)C1 (stereo unspecified),.,1.0,.,.,.,.,-0.1,8,-8
CC1CCC(NC(=O)CCN2C(=O)C3C4C=CC(C4)C3C2=O)CC1 (stereo unspecified),-8,0.8,-1.2,3,2,-4.0,-1.1,32,-3
O=C(CSc1ncccn1)NCc1cccc(Cl)c1,8,-0.3,-0.7,-3,-6,-1.2,-0.1,-16,-5
Cc1nc2c(C#N)cnn2c2c1CCN2CC1CCCO1 (stereo unspecified),1,-0.6,4.3,-7,-3,-4.3,-2.2,17,-1
CCOC(=O)c1sc(NC(=O)CCc2ccc(OC)cc2)nc1C,-4,0.1,0.3,-2,-6,-2.3,-0.1,28,-10
Cc1cnc(C(=O)Nc2nnc(SCc3c(Cl)cccc3Cl)s2)cn1,-7,-0.5,-5.0,-14,5,-3.9,-0.7,-16,-2
Cc1ccc(S(=O)(=O)N2CCC(C(N)=O)CC2)cc1[N+](=O)[O-],-2,0.7,-1.0,-7,-2,0.7,1.2,18,-10
O=C(COc1ccc(S(=O)(=O)N2CCOCC2)cc1Cl)NCC1CCCO1 (stereo unspecified),-15,0.9,-3.3,2,3,-2.4,0.4,18,-8
CNS(=O)(=O)c1cccc(C(=O)OCC(=O)NCCCc2ccccc2)c1,-16,2.5,-2.7,6,-1,-1.8,-1.1,20,-13
OCCN1CCN(CC(O)COC(c2ccc(F)cc2)c2ccc(F)cc2)CC1 (stereo unspecified),9,0.9,0.3,-4,-11,-1.9,5.7,-3,0
CCOCc1nnc(NC(=O)c2cc(OC)cc(OC)c2)s1,-5,-0.6,-3.4,-4,4,-0.4,-0.8,36,-5
Cc1onc(-c2ccccc2)c1C(=O)NCCN1CCOCC1,1,0.1,-2.9,2,4,-2.8,-0.5,-41,-1
CCOc1ccccc1CNc1nnnn1C,-4,0.8,-1.4,-18,7,-1.7,1.3,35,-10
O=C(c1ccco1)N1N=C(c2cccs2)CC1c1ccccc1O (stereo unspecified),-21,3.3,5.7,2,-23,-0.5,2.5,29,-1
NS(=O)(=O)c1ccc(CCNC(=O)Nc2ccc(Cl)cc2)cc1,2,0.3,-1.1,-6,-8,-1.5,0.8,14,-6
CC(=O)Nc1ccc(OC(F)(F)C(F)F)c(NC(C)=O)c1,-3,0.5,0.5,-4,-4,-0.6,0.8,0,-6
CCN1CCN(Cc2ccc(NC(=O)c3cc(NC(=O)c4ccc5n[nH]nc5c4)cc(OC)c3)cc2C(F)(F)F)CC1,.,0.8,.,.,.,.,1.6,20,-5
COc1ccc(C2c3[nH]c4ccccc4c3CCN2C(=O)c2ccccc2C(C)=O)c(F)c1 (stereo unspecified),-37,4.6,0.5,9,-5,1.5,8.0,13,-7
O=C(O)c1cc(-c2ccccc2)n(-c2ccc(F)cc2)n1,-11,1.5,-2.0,-16,-1,-4.4,1.4,14,-11
Cc1ccc(O)c(CNc2nc3ccccc3[nH]2)c1,-1,.,-1.8,-4,2,-2.9,.,-59,-10
CCc1ccc(C2N3CC4([N+](=O)[O-])CN2CC([N+](=O)[O-])(C3)C4(C)C)cc1 (stereo unspecified),-2,-0.7,-3.1,-4,6,-5.0,-1.3,-10,-1
Cc1cc(/C=C2\C(=N)N3N=C(C(C)C)SC3=NC2=O)c(C)n1-c1ccccc1,-5,0.6,-1.6,1,51*,-0.2,-0.6,-1,-5
COCCNC(=S)N1CCOCC1,-5,0.7,-1.6,-12,-4,-0.8,-0.1,-4,-4
CCN1CCc2c(OCC(=O)N3CCC(C)CC3)cccc2C1=O,2,-0.1,-1.4,0,-4,-4.0,0.2,-5,-6
O=C(CCN1CCCC1=O)NC1CCCc2c1cnn2-c1ccc(F)cc1F (stereo unspecified),-12,-0.5,-0.3,-16,4,-5.6,-0.9,41,-2
C=CCOc1ccc(Oc2cc(C)nc(SC)n2)nn1,-2,0.0,-0.2,-6,-1,-2.7,0.0,-10,-8
Cc1cc(C)nc(/N=C(\N)N2CCc3ccccc32)n1,2,-0.6,-5.3,-6,4,-3.1,-0.2,-6,3
COc1ccc(-c2cc(-c3cccs3)nc3sc(C#N)c(N)c23)cc1,-18,-0.1,0.5,-5,26,0.5,-1.3,16,1
Cc1nnc(-c2cnn(-c3ccccc3)c2N)n1Cc1cccc(C(F)(F)F)c1,-20,1.2,-4.7,-3,-9,-1.2,-1.1,28,-5
Cc1oc(-c2ccc(Cl)cc2)nc1CS(=O)CC(=O)NCc1ccccc1 (stereo unspecified),-40,1.1,-2.3,-19,-2,-1.7,0.2,15,-8
CCOC(CNC(=O)CCc1c(C)nc2nc(C)nn2c1C)OCC,-5,0.9,0.9,-9,0,-4.7,0.6,-15,-3
Cc1cccn2c(=O)c(C=C(C#N)C#N)c(N3CCN(c4ccccc4)CC3)nc12,-19,.,0.3,1,-6,-1.0,.,-4,-7
CCn1nc(C(=O)Nc2ccc(S(=O)(=O)Nc3ncccn3)cc2)c2ccccc2c1=O,0,-0.3,-2.4,-8,-3,-2.9,0.4,-15,-2

# Fetched one by one from the list above, 2 records:
SMILES,DNA FID counter,V1aR counter,VIM-2 inhibitor,GPR7 antag,NS3 helicase inh,IMP-1 inh,OXTR agonist,PHOSPHO1 block,GalR3 antagonist
CCOC(CNC(=O)CCc1c(C)nc2nc(C)nn2c1C)OCC,-5,0.9,0.9,-9,0,-4.7,0.6,-15,-3
Cc1nnc(-c2cnn(-c3ccccc3)c2N)n1Cc1cccc(C(F)(F)F)c1,-20,1.2,-4.7,-3,-9,-1.2,-1.1,28,-5

# Carrying on:
SMILES,DNA FID counter,V1aR counter,VIM-2 inhibitor,GPR7 antag,NS3 helicase inh,IMP-1 inh,OXTR agonist,PHOSPHO1 block,GalR3 antagonist
CCOc1ccccc1C(=O)NCCCN1CCN(CCCNC(=O)c2ccccc2OCC)CC1,9,-0.7,-1.0,-5,-9,-1.9,0.2,10,2
O=C(NC(=S)Nc1ccc(S(=O)(=O)Nc2nccs2)cc1)c1cccnc1,-3,1.3,0.7,-3,2,-1.0,0.1,8,-3
COCCCN1C(=O)c2[nH]nc(-c3cc(C)cc(C)c3O)c2C1c1ccc(O)c(OC)c1 (stereo unspecified),-32,0.2,-4.8,-5,-19,-1.6,0.0,-14,2
COc1ccc(CCNC(=O)CSc2ccc(-c3ccco3)nn2)cc1,-15,-0.6,2.2,-4,1,-2.3,-1.7,-4,13*
COCCn1c(SCC(=O)c2c(-c3ccccc3)n(C)c3ccccc23)nnc1-c1ccncc1,-31,-0.3,-2.5,-12,-12,-1.2,-2.4,-6,0
NC(=O)c1ccc(NC(=O)COc2cccc3ccccc23)cc1,-15,1.6,-3.3,-14,-7,-3.6,2.7,28,-2
CCc1ccc(OCCOCC(O)CNC2CCCC2)cc1 (stereo unspecified),9,0.9,-0.8,-9,9,-1.5,2.4,7,-7
Cc1ccc(Cl)cc1N1CCN(C(=O)CCC(=O)O)CC1,-6,0.8,-0.8,1,-8,-2.3,-0.1,-31,-8
CCN(CC)C(=O)CS(=O)CC(=O)Nc1cc(OCCOC)c(Cl)cc1Cl (stereo unspecified),-22,0.8,-2.7,-18,8,-3.9,0.2,46,-3
O=C(Cn1cc(C(=O)C2CC2)c2ccccc21)NCC1CCCO1 (stereo unspecified),-1,0.5,0.0,-15,0,-2.5,0.1,18,-2
N#Cc1ccc(S(=O)(=O)N2CCCN(c3nc4ccc(Cl)cc4s3)CC2)cc1,-6,-0.6,-1.3,-11,-1,-1.1,-0.6,46,-5
O=C(NCc1ccc(Cl)cc1)NCc1ccc(Cl)cc1,-3,1.6,-2.2,-11,0,-1.6,0.5,42,1
O=C(O)/C=C/C(=O)Nc1ccc(OC(F)(F)Cl)cc1,0,1.2,0.7,-11,-9,0.5,0.8,38,11
N/C(=N\OC(=O)Nc1ccc(Cl)c(Cl)c1)c1ncc(C(F)(F)F)cc1Cl,1,4.8,-2.8,-3,2,-4.6,5.7,-5,-1
COc1ccc(NC(=O)Nc2cc(C)ccc2F)cc1,-2,-0.5,-2.0,-2,-7,2.4,-2.1,8,-1
CCOC(=O)N1CCN(C(=O)CSc2ccc3nnc(CCNC(=O)c4ccc(OC)cc4)n3n2)CC1,-34,0.0,-3.3,-10,21,-2.1,-0.1,24,1
Cc1ccc(NC(=O)c2nc(C)n(-c3ccc([N+](=O)[O-])cc3)n2)cc1,0,-0.1,1.4,-1,3,-0.6,-0.9,-11,.
COc1ccc(-n2c(Cc3cccn3C)nnc2SCC(=O)NCc2ccccc2Cl)cc1,-42,0.1,-0.6,-10,47*,-2.5,-0.6,-6,3
Cc1ccc(-n2c(-c3cccc(C)c3)n[nH]c2=S)cc1,-15,-0.4,-0.1,-10,-12,-4.1,-2.1,102*,0
O=C(CCOc1ccccc1)N1CCN(S(=O)(=O)c2cccs2)CC1,-18,1.9,-1.7,-17,-3,-3.0,1.2,3,-6
O=C(c1ccco1)N1CCN(C(=O)C2CCN(S(=O)(=O)c3cnc[nH]3)CC2)CC1,-2,0.3,4.1,3,3,-0.7,1.2,-10,-1
COc1cccc(OCc2cc(C(=O)N(C)Cc3nccn3C)no2)c1,-2,1.1,-1.2,-1,8,-0.5,1.3,9,1
COc1ccc2cc(/C=N/NC(=O)CN(c3ccccc3C)S(=O)(=O)c3ccccc3)c(Cl)nc2c1,1,-0.4,-2.3,-4,-7,-3.7,-1.4,-1,5
c1ccc(C2CCC3(CC2)Oc2ccccc2C2CC(c4cccnc4)=NN23)cc1 (stereo unspecified),-4,1.1,-2.5,7,5,-2.0,2.3,6,.
Cn1cc(C(=O)C(=O)NCCc2ccccc2)c2ccccc21,-20,.,-3.3,-9,-10,-4.9,.,-1,-9
C=CCn1cc(/C=N/NC(=O)COc2cccc3cccnc23)c2ccccc21,-16,-0.8,9.3*,1,-9,2.0,-1.5,2,-2
O=C(CNC(=O)c1ccccc1)NCC(O)c1ccc([N+](=O)[O-])cc1 (stereo unspecified),-5,0.2,-0.7,-3,-9,-4.6,0.9,14,-8
